Screening data (PubChem)
Rab2 wt GTP: changes GTP binding to wildtype dog Rab2A, up or down | P61105 | GST-Rab2 wt beads, Bodipy-GTP binding, flow cytometry | GTP binding activity, % at 10 µM | 190,000 tested, 0.19% active | AID 760;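 active = GTP binding activity at least 20 points away from 100%, either lowered or raised; inconclusive = signal likely due to the compound's own green fluorescence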;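 note: 0% = beads with excess unlabeled GTP and 100% = no-compound control corrected for plate trend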
Pf gametocyte: P. falciparum stage V gametocyte viability inhibition; AID 743093; 150,000 tested, 0.065% active; P. falciparum stage V gametocytes, ATP luminescence, 24 h; inhibition, % at 10.9 µM;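 active = inhibition above the mean plus 3 SD of compounds within the control limits, set per campaign, cut at about 38% in these data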;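 note: 0% = DMSO wells and 100% = medium only without gametocytes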
ABCB1 block: human ABCB1 inhibition, ABCG2 as counter-screen; P08183; CCRF-Adr cells, JC-1 efflux, flow cytometry; inhibition, % at 6.6 µM; 190,000 tested, 0.067% active; in the data active = inhibition above about 40%;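 note: 0% = vehicle and 100% = reference inhibitor; higher value means more JC-1 retained so stronger ABCB1 efflux block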
Cdc42 wt GTP: human Cdc42 wildtype GTP binding change, either direction | P60953 | GST-Cdc42 beads, Bodipy-GTP binding, flow cytometry; actives lie on both sides | percent activity (GTP binding), % at 10 µM | 190,000 tested, 0.2% active | AID 761;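 active = percent activity GTP binding at least 20 points away from the 100% baseline, either down as inhibitor or up as activator; inconclusive = compound flagged as likely green fluorescent from well-wide comparison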;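 note: median bead fluorescence of bound Bodipy-FL-GTP at 100 nM; 0% = excess unlabeled GTP control and 100% = no compound control; below 100% means less GTP binding so inhibitor and above means activator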
Target sequence (P60953 whole entry, looked up): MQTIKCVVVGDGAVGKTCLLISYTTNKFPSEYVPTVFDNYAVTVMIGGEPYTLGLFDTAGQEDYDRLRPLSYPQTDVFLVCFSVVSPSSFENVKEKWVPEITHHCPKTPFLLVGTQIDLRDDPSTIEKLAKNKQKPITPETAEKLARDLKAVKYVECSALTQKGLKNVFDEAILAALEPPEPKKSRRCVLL
Avidin fluor: avidin bead compound fluorescence profile | AID 1775 | Avidin beads, compound fluorescence 488/530 nm, flow cytometry; stronger effect = higher value | fluorescence (KMESF) at 10 µM | 220,000 tested, 0.38% active; in the data active = fluorescence above about 47; note: inactives centre near 10
Rab7 wt GTP bind: alters GTP binding to wildtype dog Rab7. GTP binding activity (percent of control), % at 10 µM. 190,000 tested, 0.055% active. AID 758. GST-Rab7 beads, fluorescent GTP binding, flow cytometry; actives lie on both sides; untreated = 100%, excess cold GTP = 0%;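 active = fluorescent GTP binding to Rab7 beads changed by at least 20 points from the 100% baseline, either direction, mostly lower; inconclusive = compound itself probably fluorescent, or too few beads counted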;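 note: median green fluorescence of bound Bodipy-FL-GTP per Rab7 bead population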
Rac1 act GTP bind: modulators of GTP binding to human Rac1 activated mutant; P63000; GST-Rac1 activated beads, fluorescent GTP binding, flow cytometry; actives lie on both sides; 100% means binding = to untreated wells; percent activity (GTP binding), % at 10 µM; 190,000 tested, 0.11% active;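 active = GTP binding at least 20 percentage points away from the 100% baseline, in either direction, so actives lie on both sides; inconclusive = Compound likely fluorescent itself, or too few beads counted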
Rac1 wt modul: modulators of human Rac1 wildtype GTP binding. GTP binding activity (% of control), % at 10 µM. 190,000 tested, 0.27% active. GST-Rac1 beads, fluorescent GTP binding, flow cytometry; actives lie on both sides; 0 = cold GTP competed, 100 = untreated. P63000. AID 757;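 active = GTP binding activity at least 20 points away from the 100% control level, either lower or higher; inconclusive = compound flagged as likely green fluorescent, judged across all proteins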
ABCG2 inh: inhibitors of human ABCG2 transporter, ABCB1 counter-screen; IgMXP3 cells, JC-1 efflux, flow cytometry; Q9UNQ0; 190,000 tested, 0.1% active; AID 1325; inhibition, % at 6.6 µM;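 active = inhibition above 80%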;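 note: 0% = DMSO and 100% = nicardipine control wells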
Target sequence (Q9UNQ0 whole entry, looked up): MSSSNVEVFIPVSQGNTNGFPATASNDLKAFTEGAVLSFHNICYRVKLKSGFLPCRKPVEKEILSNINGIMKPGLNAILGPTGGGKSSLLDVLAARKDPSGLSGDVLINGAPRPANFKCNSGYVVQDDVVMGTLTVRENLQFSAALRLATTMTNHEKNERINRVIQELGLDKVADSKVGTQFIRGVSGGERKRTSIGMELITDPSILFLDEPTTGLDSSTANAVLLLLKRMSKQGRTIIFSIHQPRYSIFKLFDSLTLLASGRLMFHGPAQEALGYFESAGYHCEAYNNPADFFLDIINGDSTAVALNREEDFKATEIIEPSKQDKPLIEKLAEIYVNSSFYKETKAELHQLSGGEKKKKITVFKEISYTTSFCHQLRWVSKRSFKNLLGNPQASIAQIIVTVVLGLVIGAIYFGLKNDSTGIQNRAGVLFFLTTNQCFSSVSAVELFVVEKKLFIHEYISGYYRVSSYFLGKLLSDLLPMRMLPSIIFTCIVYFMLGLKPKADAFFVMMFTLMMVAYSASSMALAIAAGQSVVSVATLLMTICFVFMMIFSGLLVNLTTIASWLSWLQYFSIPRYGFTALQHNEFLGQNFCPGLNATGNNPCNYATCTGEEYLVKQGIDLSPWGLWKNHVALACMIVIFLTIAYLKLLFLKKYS
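material = IgMXP3 (ABCG2) plus far-red-tagged CCRF-Adr (ABCB1) cells | amount = 3 million cells/mL, equal mix of both lines | also added = JC-1 transporter substrate | dosing = one concentration, 6.6 µM final | schedule = 10 min at 25 °C | measured by = flow cytometric JC-1 green MFI at 530 nm | read-out basis = percent efflux inhibition, scaled nicardipine 100% to DMSO 0%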
Mcl1-Noxa inh: Mcl-1/Noxa interaction inhibition; Q07820; TR-FRET Mcl-1/Noxa peptide binding, 2 h; inhibition, % at 21.7 µM; 220,000 tested, 1.5% active; AID 1022;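 active = compounds that cut the protein-peptide binding signal by more than 50% relative to plate controls in a single-dose test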;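 note: His-tagged Mcl-1 with rhodamine Noxa BH3 peptide and terbium anti-His antibody; 0% = Mcl-1 plus Noxa peptide wells and 100% = peptide-only wells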
HRas wt GTP bind: human HRas wildtype GTP binding, change in either direction; P01112; GST-Ras wt beads, Bodipy-FL-GTP binding, flow cytometry; actives lie on both sides; GTP binding activity, % at 10 µM; 190,000 tested, 0.14% active; AID 759;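 active = GTP binding activity at least 20% away from the 100% baseline, either lowered as inhibitor or raised as activator; inconclusive = flagged as likely green fluorescent, judged across all proteins in the well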;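 note: 0% = unlabeled GTP competition control and 100% = no-compound control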
Target sequence (P01112 whole entry, looked up): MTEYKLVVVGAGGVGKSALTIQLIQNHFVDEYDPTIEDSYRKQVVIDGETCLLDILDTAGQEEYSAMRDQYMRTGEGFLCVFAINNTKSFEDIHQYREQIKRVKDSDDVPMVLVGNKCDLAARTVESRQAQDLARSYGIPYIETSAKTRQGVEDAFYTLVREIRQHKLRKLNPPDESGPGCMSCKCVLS
* = called active by the depositor; ? = inconclusive; nt = not tested or not shown.

SMILES	Rab2 wt GTP	Pf gametocyte	ABCB1 block	Cdc42 wt GTP	Avidin fluor	Rab7 wt GTP bind	Rac1 act GTP bind	Rac1 wt modul	ABCG2 inh	Mcl1-Noxa inh	HRas wt GTP bind
O=C(/C=C/N1CCOCC1)c1coc2ccccc12	98.0	nt	-0.4	99.0	32	100.0	96.0	100.0	2.7	-3.0	99.0
CCc1c(C)sc(NC(=O)c2cc(C)on2)c1C#N	98.0	14.6	0.4	98.0	8	100.0	93.0	98.0	-0.7	5.7	97.0
O=C(Nc1ccc([N+](=O)[O-])cc1)C(Cc1ccccc1)N1C(=O)c2cccc3cccc(c23)C1=O (centres undefined)	94.0	-10.8	-0.6	93.0	11	91.0	89.0	90.0	-4.2	-2.1	93.0
Cc1ccc(C2(C)NC(=O)N(CC(=O)Nc3cc(C)on3)C2=O)cc1 (centres undefined)	104.0	nt	0.1	103.0	8	96.0	97.0	98.0	0.5	17.1	101.0
Cc1ccc(/C=C/C(=O)NCCc2c[nH]c3ccccc23)o1	92.0	-2.5	0.2	96.0	9	98.0	94.0	98.0	4.2	4.0	95.0
O=C(COc1ccc(Cl)cc1Cl)NCCSc1ccc(Cl)cc1	95.0	-8.0	0.3	96.0	40	99.0	93.0	98.0	3.6	1.2	97.0
COc1ccc(NC(=O)OCC(C)C)cc1OC	103.0	nt	0.9	103.0	13	94.0	100.0	101.0	4.5	9.7	102.0
O=C(CSc1nnc(Cc2ccccc2)o1)c1cc(F)ccc1F	91.0	-14.9	-0.4	88.0	22	99.0	87.0	89.0	-0.1	12.2	93.0
Cc1ccc(N2C(=O)c3ccccc3C2C(=O)c2cc(C)ccc2O)cc1 (centres undefined)	95.0	nt	0.0	95.0	5	96.0	94.0	99.0	1.1	21.5	97.0
O=C(N=C1SCC(=O)N1c1ccccc1Cl)c1ccccc1	98.0	27.0	-0.4	95.0	10	104.0	95.0	94.0	-1.0	3.7	97.0
CCC(=O)Nc1cc(C(=O)NCC2CCCN2CC)c(OC)cc1N(C)C (centres undefined)	105.0	9.0	0.3	105.0	8	102.0	100.0	111.0	0.6	9.4	104.0
COC(=O)C1=C(C)Nc2ncnn2C1c1cccnc1 (centres undefined)	102.0	nt	0.0	107.0	36	102.0	103.0	109.0	0.2	-25.2	104.0
O=S(=O)(Nc1ccccn1)c1cccc(S(=O)(=O)c2ccc(Br)cc2)c1	96.0	10.8	0.1	91.0	10	103.0	94.0	97.0	0.2	19.0	96.0
CCC(=O)N1CCN(c2ccc(NC(=O)c3ccc([N+](=O)[O-])o3)cc2Cl)CC1	96.0	0.9	0.9	98.0	6	98.0	97.0	99.0	12.3	2.6	98.0
O=c1c2ccccc2c(C=Nc2ccc(Cl)cn2)c(O)n1-c1cc(Cl)ccc1N1CCOCC1	100.0	nt	1.3	102.0	8	99.0	101.0	104.0	0.8	1.7	100.0
CCc1ccc2nc(Nc3ccc(OC)cc3OC)c(C#N)cc2c1	99.0	-2.7	0.0	94.0	10	105.0	95.0	94.0	5.0	8.9	97.0
CCOc1ccc(Cn2ccnc2)cc1[N+](=O)[O-]	98.0	20.0	0.5	103.0	7	100.0	100.0	107.0	1.9	13.6	102.0
CN(C)C(=O)Nc1ccccc1CC[N+](=O)[O-]	101.0	3.2	-0.4	100.0	26	102.0	97.0	99.0	-1.4	-2.9	100.0
COCc1[nH][nH]c(=O)c1C=Nc1ccc(C(F)(F)F)cc1	97.0	-20.3	0.0	96.0	10	105.0	96.0	97.0	0.0	3.8	98.0
CCCCN(C(=O)CSc1nnc(-c2ccc(OC)cc2)n1CC)c1c(N)n(Cc2ccccc2)c(=O)[nH]c1=O	103.0	2.2	0.1	105.0	15	105.0	102.0	105.0	18.0	60.4*	102.0
Cc1csc(NC(=O)C2CCCN(S(=O)(=O)c3cnc[nH]3)C2)n1 (centres undefined)	97.0	nt	0.8	95.0	4	97.0	95.0	96.0	1.8	15.3	97.0
CC(C)C(NC(=O)CNC(=O)OC(C)(C)C)C(=O)NCc1ccccc1 (centres undefined)	?	nt	0.2	?	4	?	?	?	0.7	0.5	?
CC(c1ccccc1)N1C(=O)C2C3C=CC(C4CC34)C2C1=O (centres undefined)	96.0	7.1	0.3	97.0	6	97.0	96.0	100.0	1.1	3.4	96.0
N#CC1=C(N)NC(=S)C(C(N)=O)C1c1ccc([N+](=O)[O-])cc1 (centres undefined)	90.0	-26.1	0.8	89.0	9	94.0	92.0	91.0	3.9	14.8	90.0
COc1ccc(C2/C(=C(\O)c3ccc4c(c3)OCCO4)C(=O)C(=O)N2Cc2ccco2)c(OC)c1 (centres undefined)	96.0	nt	0.1	94.0	8	98.0	93.0	98.0	4.9	10.2	97.0
CC(NC(=O)c1cccs1)c1ccc2c(c1)OCO2 (centres undefined)	103.0	nt	0.4	105.0	9	102.0	102.0	107.0	1.0	4.4	103.0
C/C(=N\Nc1nnc2c3ccccc3n(C)c2n1)c1ccc(C)o1	101.0	-12.0	nt	99.0	2	101.0	102.0	102.0	3.2	23.8	101.0
COCCN=c1scc(-c2ccco2)n1/N=C/c1ccc(O)c(O)c1O	91.0	-22.7	-0.8	89.0	5	94.0	90.0	91.0	-2.2	102.6*	91.0
O=C(Nc1ccccc1Cl)N1CCN(c2ccc3nnc(-c4ccc(F)cc4)n3n2)CC1	?	9.0	2.7	?	23	?	?	?	6.5	23.1	?
CCN(CC)S(=O)(=O)c1ccc(C(=O)N2CCN=C2SC)cc1	102.0	nt	0.5	100.0	7	103.0	97.0	101.0	1.6	2.6	101.0
CCN(CC)S(=O)(=O)c1ccc(C(=O)NNc2nc(-c3ccccc3)c3cc(Br)ccc3n2)cc1	85.0	1.3	2.7	90.0	21	94.0	88.0	88.0	42.3	-16.7	88.0
COc1ccc(C(=O)NC(=S)NNC(=O)c2ccc(NC(C)=O)cc2)cc1Br	93.0	-5.1	-0.5	87.0	6	96.0	90.0	86.0	-1.7	-10.1	89.0
COCCNC(=O)CSc1nc(-c2ccccc2)c(-c2ccccc2)o1	99.0	8.5	0.4	100.0	7	93.0	101.0	102.0	18.5	-2.7	99.0
O=C(O)C1CSC2c3ccccc3C(=O)N12 (centres undefined)	101.0	22.5	0.4	101.0	6	99.0	100.0	104.0	1.1	-2.8	102.0
N#CC1=C(N)N2C(=C(C#N)C13CCCCC3)SC1CCCCC12O (centres undefined)	100.0	14.0	-0.3	98.0	22	102.0	100.0	101.0	19.8	13.9	100.0
CC1CC1C(=O)NCCc1ccc(Cl)cc1 (centres undefined)	98.0	-4.1	-0.7	99.0	8	100.0	99.0	103.0	-1.1	-0.8	99.0
COc1cc2c(cc1NC(=O)c1cc(-c3ccncc3)nc3ccccc13)oc1ccccc12	100.0	-8.4	2.5	101.0	12	97.0	99.0	107.0	14.5	35.2	101.0
Cn1c(=O)n(C)c2cc(/C=C3/NC(=O)N(Cc4ccccc4)C3=O)ccc21	96.0	-12.4	0.3	99.0	9	96.0	96.0	100.0	0.7	21.6	98.0
Fc1cccc(NC(=S)NNc2c3ccccc3nc3ccccc23)c1	?	-18.2	-1.0	?	11	?	?	?	-1.9	80.3*	?
c1ccc(CSc2ccc(-c3ccccn3)nn2)nc1	97.0	-15.2	1.0	96.0	22	100.0	95.0	98.0	3.3	16.2	99.0
CNC(=O)C(C)c1ncc(C(F)(F)F)cc1Cl (centres undefined)	101.0	-3.9	0.6	100.0	10	111.0	96.0	102.0	9.6	5.4	101.0
COc1ccc(N(C(=O)CNC(=O)c2ccco2)C(C(=O)NC2CCCCC2)c2ccco2)cc1 (centres undefined)	99.0	-3.8	2.5	99.0	11	100.0	99.0	100.0	2.1	8.4	99.0
N#Cc1ccc(N2C(=O)[C@@H]3C(C(=O)C(c4ccccc4)c4ccccc4)=NN[C@@H]3C2=O)cc1	100.0	6.1	-0.3	97.0	14	98.0	102.0	99.0	-2.1	-6.2	100.0
CSc1ccccc1-n1nnnc1SCC(=O)Nc1cc(C)ccc1C	99.0	-16.7	0.5	102.0	42	98.0	100.0	103.0	1.0	8.2	100.0
CNC(=O)COC(=O)c1ccc(NS(=O)(=O)c2ccc3c(c2)OCCO3)cc1	97.0	nt	1.7	94.0	10	96.0	97.0	100.0	6.8	14.1	95.0
Cc1cc(C(=O)NCc2cccnc2)n(-c2ccccc2)n1	99.0	nt	0.8	100.0	6	98.0	100.0	104.0	2.9	-1.1	101.0
COc1ccccc1OC(=O)C1CC(=O)N(c2ccc(Cl)cc2)C1 (centres undefined)	99.0	nt	0.6	98.0	15	101.0	96.0	101.0	2.3	23.8	99.0
CC(=O)Nc1ccc(NC(=O)COC(=O)c2ccc(C)s2)cc1	101.0	nt	-0.2	104.0	6	102.0	98.0	105.0	0.0	5.0	102.0
Cc1nn(Cc2ccc(Cl)cc2)c(C)c1NC(=O)c1noc2c1CCCCC2	95.0	nt	-0.4	97.0	13	93.0	95.0	98.0	-4.7	-17.8	99.0
Cc1ccccc1C(=O)NCC(=O)Nc1ccccc1C(F)(F)F	94.0	2.6	0.4	102.0	8	94.0	96.0	96.0	2.8	-0.9	96.0
CCOC(=O)c1c(NC(=O)Cn2nnc3ccccc32)sc2c1CCC(C)C2 (centres undefined)	99.0	9.2	0.6	99.0	8	103.0	98.0	100.0	3.7	4.5	101.0
NC(=O)C1CCN(CC(=O)c2c[nH]c3ccc(F)cc23)CC1	102.0	nt	0.5	99.0	7	100.0	97.0	100.0	1.9	12.0	100.0

Laid out differently: 3 of the compounds above.
Each structure is followed by: Rab2 wt GTP | Pf gametocyte | ABCB1 block | Cdc42 wt GTP | Avidin fluor | Rab7 wt GTP bind | Rac1 act GTP bind | Rac1 wt modul | ABCG2 inh | Mcl1-Noxa inh | HRas wt GTP bind
Cc1ccccc1C(=O)NCC(=O)Nc1ccccc1C(F)(F)F
 : 94.0 | 2.6 | 0.4 | 102.0 | 8 | 94.0 | 96.0 | 96.0 | 2.8 | -0.9 | 96.0
CCOC(=O)c1c(NC(=O)Cn2nnc3ccccc32)sc2c1CCC(C)C2 (centres undefined)
 : 99.0 | 9.2 | 0.6 | 99.0 | 8 | 103.0 | 98.0 | 100.0 | 3.7 | 4.5 | 101.0
NC(=O)C1CCN(CC(=O)c2c[nH]c3ccc(F)cc23)CC1
 : 102.0 | nt | 0.5 | 99.0 | 7 | 100.0 | 97.0 | 100.0 | 1.9 | 12.0 | 100.0
